GRK2 aptamer HTS: compounds blocking aptamer binding on GRK2 – biochemical, human GRK2, bead flow cytometry, HTS, primary screen. Beta-adrenergic receptor kinase 1 (Homo sapiens), P25098. FAM-aptamer displacement from GRK2. inhibition of aptamer binding, % at 10 µM. actives 0.59% (n = 330,000);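 active = inhibition of aptamer binding above 40%, roughly 3 SD of noise, on plates passing a quality check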;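 also: median bead fluorescence of bound FAM aptamer so fluorescent compounds give negative values; no value below 0 was filed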
GLD-1 RNA inh: GLD-1/TGE RNA complex disruptors, primary screen, biochemical, fluorescence polarization | Female germline-specific tumor suppressor gld-1 (Caenorhabditis elegans), Q17339 | purified GLD-1 + fluorescein TGE RNA | inhibition, % at 5.96 µM | actives 0.44% (n = 320,000) | AID 2280, 2010;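 active = percent inhibition above a per-plate cutoff, the plate mean of test compounds plus 3 SD, cut at about 30% in these data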;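 also: 0% = DMSO wells with GLD-1 and probe and 100% = wells lacking GLD-1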
VLA-4 inh: inhibition in human VLA-4 binding assay, primary screen, VLA-4 allosteric modulator project, MLPCN library, flow cytometry, VLA-4 expressing cells. ligand binding flow cytometry. inhibition, % (about 7 µM as worked out from the volumes in the protocol). AID 2557, 2010. actives 0.2% (n = 330,000). Integrin alpha-4 (Homo sapiens), P13612; in the data active = inhibition above about 50%
CR mimetic SO: reduction of superoxide in aged yeast, primary screen, HTS; S. cerevisiae aged cells, superoxide DHE fluorescence; stronger effect = lower value; superoxide response (% of plate mean), % at 10 µM; actives 0.18% (n = 330,000);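 active = superoxide response under a set limit, about three screen SD below normal, cut at about 65% in these data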;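 also: yeast aged for seven days with compound at 30 °C before DHE staining; 100% = average MFI of all compound-treated wells on the plate with controls excluded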
CIT2 TOR yeast: modulators of CIT2-GFP expression in yeast, primary screen, S. cerevisiae, GFP fusion, multiplex flow cytometry, MLPCN library; actives 0.065% (n = 320,000); S. cerevisiae CIT2-GFP strain, 3 h; 100 means same as DMSO wells; GFP response vs DMSO, % at 10 µM;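 active = GFP response relative to DMSO above a set limit, near the screen mean plus 3 SD, cut at about 150% in these data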;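 also: ratio of well median GFP fluorescence to mean of DMSO wells on the plate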
BCLXL inh: inhibitors of human Bcl-xL, primary screen, biochemical, fluorescence polarization, HTS; actives 0.7% (n = 320,000); GST-Bcl-xL / FITC-Bim BH3 peptide fluorescence polarization; inhibition, % at 10.9 µM;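 active = inhibition above the mean of all tested compounds plus 3 SD, cutoff set per campaign, cut at about 30% in these data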;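 also: 0% = DMSO wells and 100% = unlabeled Bim-BH3 peptide competitor; inhibitors lower millipolarization by displacing the labeled peptide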
Target sequence (Q07817 whole entry, looked up): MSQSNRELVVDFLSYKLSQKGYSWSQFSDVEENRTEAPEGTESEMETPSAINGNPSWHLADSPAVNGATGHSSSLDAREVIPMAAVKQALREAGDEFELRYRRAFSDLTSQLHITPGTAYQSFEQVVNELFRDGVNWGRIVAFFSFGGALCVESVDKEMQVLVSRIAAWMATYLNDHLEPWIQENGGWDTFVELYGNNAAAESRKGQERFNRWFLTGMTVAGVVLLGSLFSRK
MCL1-BIM inh: inhibitors of MCL1 binding to BIM-BH3, primary screen, biochemical, fluorescence polarization; GST-MCL1 / FITC-Bim-BH3 fluorescence polarization; Induced myeloid leukemia cell differentiation protein Mcl-1 (Homo sapiens), Q07820; actives 0.68% (n = 320,000); inhibition, % at 10.9 µM; AID 2057, 2009;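 active = inhibition above the mean inhibition of all tested compounds plus 3 SD, set per campaign, cut at about 40% in these data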;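 also: 0% = DMSO wells and 100% = unlabeled Bim-BH3 peptide control; higher means more loss of mP so more displacement of Bim peptide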
Target sequence (Q07820 whole entry, looked up): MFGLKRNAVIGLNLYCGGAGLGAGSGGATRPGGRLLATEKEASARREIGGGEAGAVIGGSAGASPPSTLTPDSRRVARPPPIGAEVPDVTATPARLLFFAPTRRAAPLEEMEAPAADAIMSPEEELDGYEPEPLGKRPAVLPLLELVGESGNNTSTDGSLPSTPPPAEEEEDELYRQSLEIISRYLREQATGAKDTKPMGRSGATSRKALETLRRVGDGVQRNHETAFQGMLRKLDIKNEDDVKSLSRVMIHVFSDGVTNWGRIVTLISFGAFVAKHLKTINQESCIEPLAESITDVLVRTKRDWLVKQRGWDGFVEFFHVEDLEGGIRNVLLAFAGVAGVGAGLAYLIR
AGP1 TOR yeast: modulators of AGP1-GFP expression in yeast TOR pathway, primary screen, cell-based, multiplex flow cytometry, S. cerevisiae, MLPCN library; 3 h; GFP as percent of DMSO wells; GFP response vs DMSO, % at 10 µM; AID 2066, 2009; actives 0.02% (n = 320,000);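 active = GFP response relative to DMSO above a set limit, near screen average plus 3 SD, cut at about 150% in these data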;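 also: median GFP channel fluorescence of the gated AGP1 strain per well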
MEX-5 binding: MEX-5 zinc finger RNA-binding disruptors – biochemical, C. elegans, fluorescence polarization, MLPCN library, primary screen. MEX-5/FITC-TCR2 RNA binding; stronger effect = lower value. Zinc finger protein mex-5 (Caenorhabditis elegans), Q9XUB2. activity score (negative = inhibition of binding), % at 10 µM. AID 1832, 2009. actives 0.38% (n = 300,000);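 active = inhibition past about -25% in most replicates, and total fluorescence under double the plate's negative control median, limit read from the data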;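 also: 0% = DMSO and -100% = 5 µM competing unlabeled TCR2 RNA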
* marks the source's active call; other numbers are inactive results; x = no result given. Compounds as they come; overall some 2.1% were active at least once.

The line under a structure holds: GRK2 aptamer HTS	GLD-1 RNA inh	VLA-4 inh	CR mimetic SO	CIT2 TOR yeast	BCLXL inh	MCL1-BIM inh	AGP1 TOR yeast	MEX-5 binding
COc1cccc(NC(=S)N(CCc2c(C)[nH]c3ccc(C)cc23)Cc2cccs2)c1
  0	2	15	90	96	-2	0	102	-4.8
Cc1ccc(Sc2ncccc2C(=O)O)cc1C
  5	5	-3	118	93	4	15	92	1.0
Cn1cc(C(=O)NCC(=O)Nc2ccccc2Br)cn1
  0	2	12	101	97	x	x	95	x
O=C1CSC(c2ccccc2)N1Cc1ccccc1 (stereo not given)
  1	2	2	110	95	4	8	98	-4.5
Cc1ccccc1CNC(=O)C1CCCN(c2cnccn2)C1 (stereo not given)
  0	0	-10	95	116	3	-1	108	-1.0
COc1ccc(S(=O)(=O)N2CCCC(C(=O)NCCCn3ccnc3)C2)cc1OC (stereo not given)
  0	-1	-7	104	108	-2	-5	106	1.7
CCOC(=O)c1ccc(NC(=O)CC2S/C(=N/N=C3/NC(=O)CS3)NC2=O)cc1 (stereo not given)
  6	-2	-2	98	94	1	3	98	-1.0
Cc1ccc(NC(=O)C2COc3ccccc3O2)cc1S(=O)(=O)N1CCCCC1 (stereo not given)
  0	-2	-5	98	84	6	9	93	x
CSc1nc2ccc3nc(NC(=O)c4ccc(Cl)s4)sc3c2s1
  0	4	-2	113	98	1	-1	100	2.7
CCOC(=O)C1CCCN(CC(=O)c2ccc(F)cc2)C1 (stereo not given)
  5	3	5	99	101	-1	-11	98	0.9
CCCOC(=O)c1ccc(NC(=O)C2C3CCC(C3)C2C(=O)O)cc1 (stereo not given)
  0	1	1	85	99	-6	-8	92	2.3
Cc1cc(C(=O)NC2CCCC2)c2ccccc2n1
  0	1	0	94	97	8	4	99	1.9
c1coc(CN2CNc3nc4ccccc4n3C2)c1
  0	2	-4	99	96	4	6	101	3.5
CCOC(=O)C1=C(C)N(CC)C(=S)NC1c1ccccc1OC(F)F (stereo not given)
  1	3	16	95	123	0	3	120	-0.8
COc1ccc(N(CC(=O)N/N=C/c2cccnc2)S(=O)(=O)c2ccccc2)c(OC)c1
  1	3	-33	96	105	1	-5	102	-1.0
Cc1sc2nc(SCC(=O)Nc3ccc(S(N)(=O)=O)cc3)[nH]c(=O)c2c1C
  4	-2	3	116	93	2	7	95	0.1
CCOc1ccc(N=C2Sc3nc4ccc(C)cc4cc3CN2CCOC)cc1
  0	-2	-4	106	93	2	10	22	2.7
O=C(NCCc1ccccc1)C1CCC(CNS(=O)(=O)c2ccc(F)cc2)CC1 (stereo not given)
  1	-12	-2	136	108	-1	-1	107	1.2
O=c1ccc2c(-c3ccccc3S(=O)(=O)O)c3ccc(O)c(O)c3oc-2c1O
  75*	2	20	126	97	92*	88*	109	x
O=C(O)CCC(=O)Nc1ccc(S(=O)(=O)N2CCCC2)cc1
  0	-1	12	103	87	1	-6	92	-2.7
CCOc1ccc(CNCc2ccc(C(=O)O)cc2)cc1OC
  0	-2	-8	107	103	9	6	99	2.4
CN(C(=O)COC(=O)c1ccccc1NC(=O)c1ccco1)C1CCS(=O)(=O)C1 (stereo not given)
  1	8	4	96	107	-5	2	108	-1.8
CC1(C)CC(=O)C(C=NCCC2=CCCCC2)=C(O)C1
  0	-1	-9	88	97	-3	-3	97	-0.2
O=C(NCC(c1ccco1)N1CCCCC1)c1ccc(S(=O)(=O)Nc2ccccc2)cc1 (stereo not given)
  0	3	-5	105	100	0	3	107	1.8
O=C(CSCc1ccc(Cl)cc1)NN=C1CCCC1
  1	-3	-4	101	94	0	4	99	-2.3
O=C(CSc1ncccn1)Nc1ncc(C(F)(F)F)cc1Cl
  1	-6	7	98	97	5	8	106	0.4
Cn1c(CNC(=O)c2cccs2)nnc1SCC(=O)Nc1ccc(Cl)cc1
  1	1	6	98	80	2	4	100	-0.5
O=C(NCc1ccccn1)c1n[nH]c(=O)c2ccccc12
  1	-3	-1	90	93	-4	0	97	-1.9
O=c1[nH]c(C2CCN(S(=O)(=O)/C=C/c3ccccc3)CC2)nc2c1nnn2Cc1ccccc1
  2	11	-5	99	106	5	0	102	2.1
COc1ccc(C(=O)Nc2ccccc2C(=O)NC(C)C)cc1OC
  0	2	5	103	94	6	0	105	2.5

Random excerpt: 2 compounds from above, in no set order.
The line under a structure holds: GRK2 aptamer HTS	GLD-1 RNA inh	VLA-4 inh	CR mimetic SO	CIT2 TOR yeast	BCLXL inh	MCL1-BIM inh	AGP1 TOR yeast	MEX-5 binding
CN(C(=O)COC(=O)c1ccccc1NC(=O)c1ccco1)C1CCS(=O)(=O)C1 (stereo not given)
  1	8	4	96	107	-5	2	108	-1.8
CCCOC(=O)c1ccc(NC(=O)C2C3CCC(C3)C2C(=O)O)cc1 (stereo not given)
  0	1	1	85	99	-6	-8	92	2.3

(further entries)
The line under a structure holds: GRK2 aptamer HTS	GLD-1 RNA inh	VLA-4 inh	CR mimetic SO	CIT2 TOR yeast	BCLXL inh	MCL1-BIM inh	AGP1 TOR yeast	MEX-5 binding
CC1(C)CC(CC(=O)NC(=S)Nc2ccc([N+](=O)[O-])cc2)C(=O)O1 (stereo not given)
  0	2	-1	107	94	4	2	96	0.4
O=C(Nc1ccc(O)cc1)/C(=C\c1ccncc1)NC(=O)c1ccccc1
  1	2	9	108	104	3	-1	113	0.3
CCOc1ccccc1NC(=O)Nc1ccc2c(c1)CCC2
  0	-11	4	106	109	3	-1	115	-2.9
Cc1ccc(C(=O)Nc2ccc(C)c(S(=O)(=O)N3CCOCC3)c2)c(C)c1
  0	5	2	110	108	0	-8	86	-3.1
Cn1c(CC(=O)NNC(=O)c2ccc(F)cc2F)nc2ccccc21
  0	7	20	120	88	3	3	95	x
CN(/N=C/c1ccncc1)c1cnn(-c2ccc(F)c(Cl)c2)c(=O)c1Cl
  2	4	1	86	107	5	-1	102	1.0
C/C(=N\NC(=O)c1ccccc1O)c1ccc(NC(=O)Cc2ccccc2)cc1
  0	2	5	108	97	5	20	95	-0.2
CC(C)NC(=O)COc1coc(CN2CCN(c3ccccc3F)CC2)cc1=O
  0	-2	3	84	98	2	-4	105	-0.6
Clc1ccc(OCCN2CCOCC2)cc1Cl
  0	4	-6	89	109	7	-3	121	-0.4
CCC(C)(C)n1nnnc1CN(Cc1cc2cc(OC)ccc2[nH]c1=O)C1CCCC1
  8	-4	-6	122	99	4	4	98	-0.3
CC(Sc1ccc(Cl)cc1)C(=O)NCc1ccc2c(c1)OCO2 (stereo not given)
  1	5	3	95	100	4	6	110	0.2
CC/C=C(\NC(C)=O)c1ccccc1
  0	0	22	102	105	4	2	100	x
CSc1nc2ccc3nc(NC(=O)c4ccccc4)sc3c2s1
  1	1	-23	107	102	-6	-7	98	-5.5
CCOc1ccc2[nH]c(=O)c(CN(CCO)C(=O)c3ccccc3F)cc2c1
  4	4	-5	106	116	5	2	110	-2.1
Cc1ccc(C)c(N2CCN(S(=O)(=O)c3ccc4c(c3)CC(C)N4C(=O)C3CC3)CC2)c1 (stereo not given)
  0	6	11	80	94	1	0	100	-0.1
Cc1cccc(C(=O)Nc2ccc(C(=O)/C=C/c3ccncc3)cc2)c1
  0	-2	9	102	104	5	9	103	-0.1
CNC(=O)NC(=O)CSc1nc2cc(C(=O)OC)ccc2c(=O)n1-c1ccccc1
  0	7	5	89	x	7	5	107	-1.4
Cc1cc([N+](=O)[O-])ccc1NC(=O)C1CCCO1 (stereo not given)
  2	12	28	112	102	-1	-2	97	0.8
Cc1cc(CNC(=O)C(C)n2nc(C)c([N+](=O)[O-])c2C)c2ccccc2n1 (stereo not given)
  0	1	7	102	93	2	6	104	x
O=C1CC(c2ccc3c(c2)OCCO3)Oc2ccccc21 (stereo not given)
  0	-16	1	97	96	-1	-6	94	0.0
CCCCN(C)CCNC(=O)c1cc2c(-c3ccccc3F)nn(C)c2s1
  0	0	7	103	98	-3	-1	99	0.1
O=C(CSc1ncnc2nc[nH]c12)Nc1ccccc1C(F)(F)F
  0	4	6	105	101	-12	-30	106	1.5
O=S(=O)(Nc1nc2ccccc2nc1NCC1CCCO1)c1ccccc1 (stereo not given)
  0	2	2	81	85	5	4	90	3.9
Cc1ccc2[nH]c3c(c2c1)CCN(C)C3
  0	6	-13	100	117	0	-3	104	-0.6
Fc1ccc(-c2csc3ncnc(N4CCc5ccccc5C4)c23)cc1
  0	1	12	114	98	2	-11	99	0.4
O=C1CCc2cc(S(=O)(=O)Nc3ccccc3F)cc3c2N1CCC3
  0	12	-2	87	100	2	-1	115	0.7
COc1cccc2sc3cc(NCc4ccc5c(c4)OCO5)ccc3c(=O)c12
  0	10	-3	131	88	x	x	101	x
Cc1c(C)c2ccc(OCC(=O)NC3CCN(Cc4ccccc4)CC3)cc2oc1=O
  0	0	2	85	103	0	1	106	-0.3
O=C(CNC(=O)C(c1ccccc1)c1ccccc1)N/N=C/c1cccnc1
  0	-2	-4	106	104	-4	-4	107	-1.5
Cc1cccc(/C=N/n2c(-c3cc(-c4ccccc4)n[nH]3)n[nH]c2=S)c1
  3	7	26	86	103	-20	-6	103	0.8

High-throughput results as filed in PubChem BioAssay.
